# Screening data: PubChem BioAssay, several laboratories
# M17LAP inhibition – P. falciparum M17LAP inhibitors, primary screen, biochemical, fluorogenic H-Leu-NHMec substrate, 1536-well (AID 1619) | Leucine aminopeptidase (Plasmodium falciparum (isolate 3D7)) | recombinant M17LAP, H-Leu-NHMec fluorogenic kinetic assay; higher % means a stronger effect | one-dose inhibition, % at 30 µM; IC50 in µM for titrated hits | hit rate 0.38% among 220,000;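 active means compound inhibiting the enzyme by more than half at any dose during confirmatory dose-response retesting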;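 further: plate controls were full reaction with DMSO carrier for no effect and no enzyme background for full effect; strong numbers were not always called active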
# P. falciparum M1AAP – P. falciparum M1AAP inhibitors, biochemical, fluorogenic H-Leu-NHMec substrate, 1536-well (AID 1445) | recombinant M1AAP, H-Leu-NHMec fluorogenic kinetic assay; higher % means a stronger effect | Aminopeptidase N (Plasmodium falciparum (isolate 3D7)) | inhibition, % at 30 µM, or IC50 in µM where a hit was titrated | hit rate 0.42% among 220,000;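 active means primary inhibition above the hit cutoff, then over 50% inhibition at one or more dose response concentrations, cut at about 23% in these data, passing the limit was not always enough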;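 further: plate controls were DMSO full reaction for no effect and no enzyme background for full effect; strong numbers were not always called active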
# Dynein transport – inhibitors of GR-EGFP nuclear translocation, primary screen, dynein cargo transport inhibitor project, imaging, high-content, 3617.4 mouse cells; test concentration mostly 20 µM; stimulated with dexamethasone, 1 µM; stronger effect = lower value; z-score, hits read low; hit rate 0.47% among 220,000;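 active means plate z-score of nuclear minus cytoplasmic receptor signal below a set negative limit, without overly bright fluorescence or cell loss, cut at about -3.5 in these data, passing the limit was not always enough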;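 further: z-score of nuclear minus cytoplasmic ring GR-EGFP intensity difference per well; some compounds called inactive have numbers as strong as hits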
#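 Medium: Induction medium lacking tetracycline, stripped serum | Probe or stimulus: 1.0 µM final dexamethasone stimulus | Schedule: 48 h induction, then 1 h compound, then 30 min agonist, 37 °C | Signal: Automated 10x imaging of fixed Hoechst-stained cells | Evaluation: Per-cell GR-EGFP intensity, nucleus versus surrounding cytoplasmic ring, well-averaged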
# LYP phosphatase – inhibitors of LYP phosphatase, biochemical, fluorescence intensity, uHTS (AID 1779). Tyrosine-protein phosphatase non-receptor type 22 (Homo sapiens). recombinant LYP phosphatase, fluorescence intensity; higher % means a stronger effect. inhibition, % at 11.5 µM, or IC50 in µM where a hit was titrated. hit rate 0.054% among 290,000;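 further: plate controls were vehicle with enzyme for no effect and no enzyme for full effect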
# human PMI inhibitors – human PMI inhibitors, high substrate, primary screen, biochemical, fluorescence intensity, high mannose 6-phosphate (AID 1220); recombinant PMI enzyme, coupled fluorescence intensity; higher % means a stronger effect; one-dose inhibition, % at 20 µM; IC50 in µM for titrated hits; hit rate 0.66% among 190,000
# XIAP antagonists – XIAP antagonists, biochemical, IAP family, fluorescence polarization (AID 1018); hit rate 0.007% among 200,000; E3 ubiquitin-protein ligase XIAP (Homo sapiens); one-dose displacement, % at 20 µM; IC50 in µM for titrated hits; XIAP BIR domain, fluorescence polarization peptide displacement; higher % means a stronger effect; in the data active means displacement above about 50%; further: a part of the inactive calls stands beside numbers as strong as those of hits
# human PMI inhibition – inhibitors of human PMI, primary screen, biochemical, fluorescence intensity, coupled assay (AID 1209). Mannose-6-phosphate isomerase (Homo sapiens). purified PMI enzyme, coupled fluorescence intensity; higher % means a stronger effect. inhibition, % at 20 µM, or IC50 in µM where a hit was titrated. hit rate 0.42% among 190,000;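 further: plate controls were DMSO vehicle for no effect and wells lacking substrate for full effect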
# AID2073 – inhibitors of Mint1-CaV2.2 protein interaction, biochemical, HTRF (AID 2073). Voltage-dependent N-type calcium channel subunit alpha-1B (Homo sapiens). HTRF protein-protein interaction, Mint1-CaV2.2; higher % means a stronger effect. one-dose inhibition, % at 20 µM; IC50 in µM for titrated hits. hit rate 0.19% among 290,000; in the data active means inhibition mostly above about 51%, no sharp cut-off; further: some results filed as inactive read as strong as hits
# Siah-1 displacement – Siah-1 peptide-binding antagonists, primary screen, biochemical, fluorescence polarization, rhodamine-plectin, uHTS (AID 1817); Siah-1 / rhodamine-plectin peptide fluorescence polarization; higher % means a stronger effect; one-dose displacement, % at 20 µM; IC50 in µM for titrated hits; hit rate 0.02% among 290,000;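 active means displacement of at least 50% at 20 µM, with a fluorescence ratio check between 0.3 and a set limit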;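 further: plate controls were Siah plus tracer with DMSO for no effect and tracer alone without Siah for full effect; strong numbers were not always called active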
# Dynein transport cytoplasmic EGFP – also measured in Dynein transport; calls as there; z-score; measured here: cytoplasmic GR-EGFP intensity; stronger effect = higher value
# Dynein transport nuclear GR-EGFP – further read-out of Dynein transport, marked with its call; z-score; measured here: nuclear GR-EGFP intensity;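 lower value marks the stronger effect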
# Dynein transport cell count – also measured in Dynein transport; calls as there; z-score; measured here: cell count per field
# Starred values were filed as active, the others as inactive; nt = not tested or not shown. Unless noted, no stated cut-off is given here; in the data, active means inhibition above about 50%; inactive means the rest.
SMILES,M17LAP inhibition,P. falciparum M1AAP,Dynein transport,Dynein transport cytoplasmic EGFP,Dynein transport nuclear GR-EGFP,Dynein transport cell count,LYP phosphatase,human PMI inhibitors,XIAP antagonists,human PMI inhibition,AID2073,Siah-1 displacement
Cc1ccc(CN2CCN(Cc3cnc(C)s3)CC2CCO)cc1 (stereo unspecified),-3%,-4%,1.2,-0.21,0.53,-0.91,-2%,-1%,-3.7%,4%,0%,2%
Cc1occc1-c1nc(-c2ccncc2)no1,-2%,1%,0.019,-0.24,0.18,0.51,-6%,-1%,0.8%,15%,2%,2%
COc1ccc(C(=O)/C=C/C(=O)N(CC(=O)NC2CCCCC2)Cc2ccccc2OC)c(O)c1,-1%,2%,-4.5*,1.6*,-2.3*,0.099*,-3%,-7%,-5.8%,-2%,12%,-6%
CCn1cc(C(=O)OCC(=O)c2cc(C)n(-c3ccccc3)c2C)c(=O)c2ccc(C)nc21,27%,5%,0.68,-0.33,-0.015,-0.42,-6%,0%,-5.6%,8%,24%,2%
Cc1cccc(-c2noc(CCC(=O)NCc3ccccc3)n2)c1,0%,-4%,0.089,-0.3,0.31,-0.15,3%,2%,-3.7%,-2%,-5%,1%
Nc1nn2c(-c3ccccc3)cc(=O)[nH]c2c1N=Nc1ccc(Br)cc1,1%,-2%,-0.0027,-0.17,0.29,0.64,13%,12%,-3.1%,2%,33%,-5%
CCOC(=O)c1[nH]c(C)c(/C(O)=C2\C(=O)C(=O)N(CCCN(C)C)C2c2cccnc2)c1C (stereo unspecified),23%,2%,0.78,0.022,1.2,-2,4%,8%,-2.5%,-4%,0%,-3%
N=c1c2c(n(Cc3cccc(Cl)c3)c3c1CCC3)CCCC2,-6%,-2%,0.0024,0.045,0.094,0.93,-6%,-4%,-4.7%,-8%,14%,5%
C=CCSc1nnc(NC(=O)Cc2ccc(OC)c(OC)c2)s1,20%,12%,-0.28,-0.19,-0.17,0.24,-5%,9%,-5.7%,8%,10%,-2%
Cc1c(NC(=O)CNCc2ccc3c(c2)OCO3)c(=O)n(-c2ccccc2)n1C,-1%,1%,0.62,-0.27,0.97,-0.77,-7%,nt,nt,nt,-2%,2%
Cn1cccc1/C=N/NC(=O)c1ccccn1,33%,7%,-0.53,-0.25,0.12,1.1,-3%,nt,nt,nt,11%,-1%
CN1C(=O)N(C)C2(c3ccccc3)Nn3c(s/c(=C/c4ccccc4)c3=O)=NC12c1ccccc1 (stereo unspecified),-9%,2%,0.45,-0.078,0.43,-0.4,-7%,-2%,-7.4%,2%,3%,2%
CCCc1cc(NCCCN2CCOCC2)n2c(nc3ccccc32)c1C#N,-49%,13%,1.6,-0.24,1.1,0.54,-18%,48%,-3.1%,18%,21%,-4%
COCCNC(=O)C(c1ccc(C)o1)N(Cc1ccc(OC)cc1)C(=O)Cn1nnc2ccccc21 (stereo unspecified),1%,6%,1.9,-0.22,1.4,-0.32,-3%,1%,-6.0%,0%,2%,1%
CCOC(=O)N1CCN(C(=O)Cc2ccc(-n3c(=O)[nH]c4ccccc4c3=O)cc2)CC1,-4%,-6%,-0.29,-0.23,0.004,0.21,-4%,3%,-7.5%,-10%,11%,1%
COC(=O)c1ccccc1NC(=S)NC(=O)c1cccc2ccccc12,4%,7%,0.11,-0.056,-0.12,0.25,3%,6%,-7.4%,3%,-8%,0%
COc1ccc2nc(SCc3nc(N)nc(Nc4ccccc4)n3)[nH]c2c1,-3%,-1%,0.066,-0.21,0.21,0.62,-5%,10%,-4.3%,11%,1%,1%
CS(=O)(=O)N1CCN(c2ccccc2NC(=O)c2ccc(-c3ccc(Br)cc3)o2)CC1,13%,11%,-1.5,3.1,-0.18,0.6,4%,13%,-2.1%,14%,29%,1%
Cc1ccc(C2N(C)c3ccccc3-c3nc4ccccc4n32)o1 (stereo unspecified),-29%,12%,-0.77,0.48,-0.11,0.009,-18%,4%,-2.0%,10%,5%,5%
COc1ccc(CC(=O)Nc2ccc(-c3noc(-c4cccc(OC)c4)n3)cc2)cc1,7%,2%,1.3,-0.084,1.2,-1.3,-10%,-7%,-11%,-11%,59%,10%
CC(C)C(=O)Nc1cc(S(=O)(=O)Nc2cccc(Cl)c2)ccc1Cl,8%,4%,-0.12,-0.2,-0.19,-0.25,0%,6%,7.6%,14%,-2%,3%
CN(C)S(=O)(=O)c1cccc(NC(=S)NC(=O)C2CCCCC2)c1,-10%,4%,0.64,-0.27,0.5,-0.97,8%,16%,-0.9%,13%,-8%,0%
CCC(C)(C)C(=O)Nc1ccc(OC)cc1[N+](=O)[O-],10%,14%,3.2,0.3,1.2,-0.7,-1%,1%,0.0%,4%,1%,3%
CC1CCN(c2ccccc2NC(=S)NC(=O)c2ccc(-c3cccc([N+](=O)[O-])c3)o2)CC1,-9%,0%,0.55,0.071,0.25,-0.87,0%,5%,-1.0%,15%,0%,-4%
CCn1c(COc2cccc3cccnc23)nnc1SCC(=O)O,35%,-10%,-0.38,-0.18,-0.17,0.24,-6%,11%,-6.8%,9%,6%,1%

# Random excerpt: 2 entries already listed.
SMILES,M17LAP inhibition,P. falciparum M1AAP,Dynein transport,Dynein transport cytoplasmic EGFP,Dynein transport nuclear GR-EGFP,Dynein transport cell count,LYP phosphatase,human PMI inhibitors,XIAP antagonists,human PMI inhibition,AID2073,Siah-1 displacement
Cc1occc1-c1nc(-c2ccncc2)no1,-2%,1%,0.019,-0.24,0.18,0.51,-6%,-1%,0.8%,15%,2%,2%
CN1C(=O)N(C)C2(c3ccccc3)Nn3c(s/c(=C/c4ccccc4)c3=O)=NC12c1ccccc1 (stereo unspecified),-9%,2%,0.45,-0.078,0.43,-0.4,-7%,-2%,-7.4%,2%,3%,2%

# (further entries)
SMILES,M17LAP inhibition,P. falciparum M1AAP,Dynein transport,Dynein transport cytoplasmic EGFP,Dynein transport nuclear GR-EGFP,Dynein transport cell count,LYP phosphatase,human PMI inhibitors,XIAP antagonists,human PMI inhibition,AID2073,Siah-1 displacement
O=C(O)c1ccc(/C=C(\c2nc3ccccc3[nH]2)c2nc3ccccc3s2)cc1,31%,16%,-1.5,-0.0063,-0.072,0.084,-1%,nt,nt,nt,7%,0%
COc1ccc(-c2cc(C(=O)N3CCOCC3)no2)cc1OC,3%,3%,1.4,-0.099,0.74,-1.1,-9%,23%,-0.8%,1%,21%,6%
CCC(=O)c1ccccc1OCCN1CCN(Cc2ccccc2)CC1,2%,1%,-1.1,0.04,-0.42,0.5,6%,-4%,-5.0%,0%,9%,8%
CCOC(=O)NC(=O)CSc1nnnn1-c1ccc(C)cc1,9%,3%,0.055,-0.36,0.28,0.23,-14%,2%,0.9%,10%,1%,3%
Cc1cccc(NC(=S)N2CCC(c3nc4ccccc4o3)CC2)c1,-2%,3%,0.29,-0.23,0.97,-1.3,-7%,-2%,-5.0%,-2%,-6%,1%
O=C1CN(CC(=O)Nc2ccc(SC(F)F)cc2)CCN1,14%,0%,-0.3,-0.26,0.37,0.46,-4%,2%,0.8%,2%,-10%,-1%
Cc1cccc(OCCn2c(=S)[nH]c3ccccc32)c1,5%,-1%,-0.41,-0.14,-0.76,0.4,-6%,8%,-8.7%,19%,11%,-7%
COC(=O)CN(c1ccc(OC)cc1)S(=O)(=O)c1c(C)noc1C,-7%,-1%,-0.78,0.14,-0.44,0.84,-8%,-5%,-1.9%,1%,-3%,2%
COc1cccc(NC(=O)CSc2nnc(-c3ccoc3C)n2-c2ccccc2)c1,-4%,8%,-0.33,-0.3,-0.4,0.62,1%,7%,-6.7%,-3%,3%,0%
CCOP(=O)(OCC)C(NC(=O)Nc1cccc(Cl)c1)C(N)=O (stereo unspecified),2%,6%,-0.27,-0.21,-0.081,0.74,-4%,-3%,-8.0%,6%,3%,-4%
CCCC(=O)Nc1ccccc1Sc1ncnc2scc(-c3ccccc3)c12,7%,-1%,-0.59,-0.22,-0.14,0.0079,-2%,6%,-0.5%,2%,-6%,5%
Cc1csc(/N=C/N(C)C)c1C#N,19%,10%,-0.91,-0.15,-0.47,0.24,-1%,nt,nt,nt,4%,5%
COc1ccc(C(=O)c2cc3ccc(O)cc3oc2=O)cc1,2%,20%,0.27,0.15,0.36,-0.28,1%,8%,-14%,2%,10%,-3%
CC(=O)N1[C@H](C)C=C[C@]1(Cc1ccccc1)C(=O)NCc1cc(F)cc(C(F)(F)F)c1,-13%,-4%,1.6,-0.054,1.1,-1.5,2%,-6%,-5.2%,-8%,-2%,-7%
O=C(COC(=O)c1n[nH]c2ccccc12)NC(=O)NC1CCCC1,3%,0%,0.2,0.21,0.22,-0.3,-1%,2%,-11%,6%,-1%,2%
COc1ccccc1NS(=O)(=O)c1ccc(O)c(C(=O)OCC(=O)N2c3ccccc3CC2C)c1 (stereo unspecified),1%,-4%,1.7,-0.31,1,0.04,14%,5%,-20%,5%,14%,3%
Cc1cc(N2CCN(Cc3nc(-c4ccc(Cl)cc4)oc3C)CC2)cc(C)n1,8%,1%,0.15,-0.12,0.6,-0.3,-3%,nt,nt,nt,-5%,11%
CSc1ccccc1C(=O)Nc1ccc2c(c1)OCO2,-5%,0%,0.5,-0.2,0.53,-0.44,-4%,2%,-7.9%,0%,8%,0%
CN1CCN(S(=O)(=O)c2ccc(NC(=O)Cc3cccs3)cc2)CC1,4%,10%,-0.2,-0.18,0.5,-1.2,-4%,13%,0.6%,20%,2%,-2%
O=S1(=O)C=C(SCc2cccc(Cl)c2)Nc2ccccc21,-13%,6%,-0.22,-0.16,0.24,-0.023,-8%,0%,-1.7%,-1%,16%,0%
COCCn1c(=O)c2c(nc3n2CCN3c2ccc(C)cc2)n(C)c1=O,5%,1%,-0.4,-0.2,0.029,0.26,-12%,0%,-2.3%,-6%,3%,-5%
O=C(NC1CCCCC1)c1cccc(COCC(F)(F)F)c1,-3%,-5%,1.2,-0.18,0.6,-0.08,-8%,-16%,-2.1%,-22%,0%,-3%
CCC(c1nnc(SCC(=O)Nc2ccc(C(=O)Nc3ccccc3OC)cc2)o1)N(C)C (stereo unspecified),-6%,2%,0.64,0.44,0.56,-0.86,-1%,8%,-3.5%,8%,7%,2%
Clc1ccc(Nc2c3c(nc4ncnn24)CCC3)cc1,12%,7%,-1.1,-0.28,0.18,0.89,-6%,nt,nt,nt,15%,4%
CCCC(=O)Nc1nc(C)c(-c2csc(Nc3ccccc3OC)n2)s1,21%,10%,-0.89,-0.19,-0.14,-0.12,2%,19%,0.0%,27%,8%,-4%
